# From PubChem BioAssay
# K1F lysis inhibition: inhibition of K1F phage lysis, E. coli UTI89, bacterial capsule biogenesis inhibitors, alamar blue (AID 488966); E. coli UTI89 K1F phage lysis, alamar blue, 2 h; higher % means a stronger effect; inhibition, % at 100 µM; hits with a dose series show IC50 in µM; 0.02% of 340,000 active;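 active = phage lysis inhibition, versus mean bacterial control, above a set limit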;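 also: capsule biogenesis inhibitors block K1F phage lysis so surviving cells raise fluorescence; higher fluorescence means more inhibition of phage lysis; actives were called in the ten point dose series up to 300 µM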
# KOR beta-arrestin-1: kappa opioid receptor activators – cell-based, luminescence, uHTS, primary screen (AID 1777). KOR beta-arrestin recruitment, luminescence; higher % means a stronger effect. activation, % at 10 µM; hits with a dose series show EC50 in µM. 0.02% of 280,000 active; in the data active = activation above about 50%, passing the limit was not always enough; also: a part of the inactive calls stands beside numbers as strong as those of hits
# NTR1 agonist: NTR1-driven beta-arrestin-GFP spot formation – imaging, U2OS cells, high content, primary screen (AID 493036); activation, % at 20 µM; 0.17% of 330,000 active; agonist mode;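 active = activation at or above 40% of the spot to cytoplasm intensity ratio, with at least 20 cells analyzed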;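 also: 0% = DMSO without peptide and 100% = 100 nM NTR1 peptide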
# Target sequence (P30989 whole entry, looked up): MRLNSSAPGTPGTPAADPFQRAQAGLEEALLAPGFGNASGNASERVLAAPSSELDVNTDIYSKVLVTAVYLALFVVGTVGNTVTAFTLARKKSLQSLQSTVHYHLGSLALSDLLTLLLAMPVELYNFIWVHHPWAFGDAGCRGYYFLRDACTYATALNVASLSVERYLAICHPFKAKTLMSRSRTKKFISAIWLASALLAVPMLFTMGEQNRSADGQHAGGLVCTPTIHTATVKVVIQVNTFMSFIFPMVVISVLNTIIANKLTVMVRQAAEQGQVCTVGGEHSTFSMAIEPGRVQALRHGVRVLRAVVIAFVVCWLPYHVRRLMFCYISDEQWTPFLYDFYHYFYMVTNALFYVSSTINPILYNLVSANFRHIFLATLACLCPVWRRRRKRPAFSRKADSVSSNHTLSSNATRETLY
# GPR35 arrestin U2OS: inhibition of zaprinast-stimulated GPR35 beta-arrestin translocation – imaging, U2OS, beta-arrestin-GFP, zaprinast agonist, primary screen (AID 2058). inhibition, % at 10 µM; hits with a dose series show IC50 in µM. U2OS GPR35 beta-arrestin-GFP translocation imaging, zaprinast antagonism; higher % means a stronger effect. 0.052% of 290,000 active;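 active = inhibition of at least 50% with at least 30 cells and total cytoplasm GFP at most 10,000,000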
# NOD1 inhibition: NOD1 signaling inhibitors, primary screen, cell-based, luminescence, uHTS (AID 1578); NOD1-driven NF-kB luciferase reporter cells, luminescence; higher % means a stronger effect; inhibition, % at 4 µM; hits with a dose series show EC50 in µM; 1% of 290,000 active; in the data active = inhibition mostly above about 36%, no sharp cut-off; inactive = mostly below about 34%;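 also: HEK-293T reporter cells stimulated with the NOD1 agonist gamma-tri-DAP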
# GPR55 antagonists: inhibition of LPI-stimulated GPR55 beta-arrestin translocation – imaging, U2OS, beta-arrestin-GFP, LPI agonist, primary screen (AID 2013). U2OS GPR55 beta-arrestin-GFP translocation imaging, LPI antagonism; higher % means a stronger effect. inhibition, % at 10 µM; hits with a dose series show IC50 in µM. 0.13% of 290,000 active;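 active = spots per cell inhibited over 60%, with over 100 cells counted and total cytoplasm intensity under 500,000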;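 also: U2OS cells stably carrying GPR55 and arrestin-GFP stimulated by 5 µM LPI near EC80; imaged beta-arrestin-GFP aggregate spots per cell after agonist stimulation; plate controls were LPI-stimulated DMSO wells for no effect and DMSO wells without LPI for full effect; some results filed as inactive read as strong as hits; confirmed hits need IC50 under 10 µM and bright autofluorescent wells are also inconclusive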
# Rac1 GTP hydrolysis: MgcRacGAP GTPase-activating activity inhibitors, confirmation, biochemical, ADP Hunter fluorescence. 0.6% of 340,000 active. AID 624330. MgcRacGAP-stimulated Rac1 GTP hydrolysis, ADP Hunter fluorescence; higher % means a stronger effect; GST-tagged Rac1 F28L mutant substrate. inhibition, % at 30 µM, or IC50 in µM where a hit was titrated;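 active = first-screen hits whose inhibition reached a set limit at any dose in the follow-up dose series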;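 also: fluorescence reports GDP produced by GAP-driven GTP hydrolysis; strong numbers were not always called active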
# KOR beta-arrestin-2: kappa opioid receptor blockers – cell-based, luminescence, uHTS (AID 1778); KOR beta-arrestin recruitment, luminescence, antagonist mode; higher % means a stronger effect; inhibition, % at 10 µM, or IC50 in µM where a hit was titrated; 0.091% of 290,000 active; in the data active = inhibition above about 50%; also: strong numbers were not always called active
# GPR55 beta-arrestin: GPR55 agonists via beta-arrestin recruitment, primary screen, imaging, U2OS cells, beta-arrestin-GFP redistribution (AID 1961); U2OS GPR55 beta-arrestin-GFP redistribution imaging; higher % means a stronger effect; one-dose activation, % at 10 µM; EC50 in µM for titrated hits; 0.048% of 290,000 active;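 active = activation above 40% with more than 50 cells counted in the well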;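 also: U2OS osteosarcoma cells stably expressing GPR55 and beta-arrestin-GFP; plate controls were DMSO negative control for no effect and LPI positive control for full effect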
# NTR1 agonist cell count 20 µM: recorded beside NTR1 agonist, whose call it bears; cell count; measured here: cell count, cytotoxicity flag
# * hit, by the source's call; . = not tested or not shown; [ ] = dose if it differs, or a comment. Only part of the results is shown; the hit share may differ from the screen's.
SMILES,K1F lysis inhibition,KOR beta-arrestin-1,NTR1 agonist,NTR1 agonist cell count 20 µM,GPR35 arrestin U2OS,NOD1 inhibition,GPR55 antagonists,Rac1 GTP hydrolysis,KOR beta-arrestin-2,GPR55 beta-arrestin
CCN(c1ccccc1C(=O)O)S(=O)(=O)c1ccc2[nH]c(=O)[nH]c2c1,0.6%[50 µM],-0.3%,-0.8,81,-6%,-17%,-4%,4%,-22%,-0.2%
CCC(CC)C(=O)Nc1cc(C(=O)OC)ccc1C(=O)OC,1.3%,-3.7%,0.8,63,-14%,-20%,8%,12%,25%,-0.3%
COc1ccc2c(c1)/C(=N/OC(=O)c1cccs1)CCC2,0.1%,-1.3%,1.6,77,0%,-22%,6%,7%,14%,-0.3%
COC(=O)c1cc(S(=O)(=O)NCC2CCN(CCc3cccs3)CC2)cn1C,0.7%,2.4%,-0.4,69,6%,49%,-22%,.,-8%,0.3%
O=C(NC1CCN(C(=O)NCc2ccccc2)CC1)c1ccccc1,0.2%,3.1%,-0.1,41,8%,-5%,-12%,10%,-45%,0.7%
COc1ccc2c(c1)CCCC21NC(=O)N(CC(N)=O)C1=O (stereo not drawn),0.1%,-1.4%,-0.5,62,-5%,-4%,-1%,6%,9%,0.7%
Cn1c(SCc2ccc(C#N)cc2Cl)nc2ccccc21,0.2%[50 µM],2.4%,0.8,46,1%,-107%,2%,14%,-26%,-0.2%
COC(=O)c1ccc(-c2noc(CN(C)CC3CCCCO3)n2)cc1 (stereo not drawn),0.2%,.,5.4,69,4%,-43%,14%,7%,-8%[20 µM],-0.1%
CCOc1ccc(S(=O)(=O)NC(Cc2c[nH]c3ccccc23)C(=O)O)cc1 (stereo not drawn),0.0%,-3.4%,-0.9,83,-1%,-6%,10%,13%,-12%,-0.1%
COc1ccc(N2CCN(C(=O)c3cc(N4C(=O)C5C6CCC(C6)C5C4=O)ccc3Cl)CC2)cc1 (stereo not drawn),0.6%[50 µM],-2.4%,0.4,65,12%,10%,5%,22%,-14%,-0.3%
CCC(CC)c1nc2cc(OC)c(OC)cc2c(=O)o1,2.4%,-0.2%,0.9,58,1%,8%,6%,13%,-28%,-0.1%
COc1ccccc1Cn1c(=O)c2ccccc2n2c(SCC(=O)N3CCCCC3)nnc12,6.6%,3.6%,-1.1,58,-7%,-7%,3%,8%,18%,0.3%
COc1ccc(C2SCCN2C(=S)Nc2ccc(Cl)cc2)cc1 (stereo not drawn),0.3%,1.4%,3.3,55,10%,-23%,-3%,5%,0%,-0.2%
CCCc1cc(=O)[nH]c(SCCc2ccccc2)n1,1.5%,-4.3%,0.8,55,-1%,-50%,11%,9%,-5%,-0.2%
c1ccc(CCc2nn3c(Cn4cnc5ccccc54)nnc3s2)cc1,4.8%,-1.2%,1.0,41,11%,12%,1%,17%,4%,-0.2%
O=C(CSc1cn(CCNC(=O)c2ccccc2)c2ccccc12)NCC1CCCO1 (stereo not drawn),1.4%[50 µM],-2.8%,0.2,50,-5%,-10%,1%,3%,13%,-0.1%
O=C(N=c1ccn(-c2nc3ccccc3nc2NS(=O)(=O)c2ccc(Cl)cc2)cc1)c1cccs1,0.0%,42%,0.6,54,-3%,-9%,-3%,8%,12%,-0.1%
CCOC(=O)/C=C/C(=O)OCC(=O)Nc1ccc(Cl)cc1Cl,0.1%,-3.5%,2.0,68,-4%,-25%,-8%,3%,10%,-0.2%
O=C(NC1CCCc2ccccc21)c1ccc(=O)[nH]c1 (stereo not drawn),0.7%,3.7%,-1.5,55,1%,11%,7%,4%,-16%,-0.1%
CCCc1nc(SCC(=O)NCC2CCCO2)c2c(=O)n(C)c(=O)n(C)c2n1 (stereo not drawn),0.1%,-3.6%,-0.7,62,-22%,-13%,11%,10%,9%,-0.2%
COc1ccccc1N(C(=O)CCl)c1cn(C(C)=O)c2ccccc12,0.1%,-0.1%,6.3,51,3%,93%*,2%,9%,16%,1.6%
O=C(Cn1nc(Cc2cccnc2)c2ccccc2c1=O)Nc1cccnc1Cl,0.2%,0.3%,-0.9,93,2%,-8%,0%,12%,-24%,-0.6%
CC1CCN(c2c(NCc3ccc(C(=O)N(C)C4CCCCC4)cc3)c(=O)c2=O)CC1,0.1%,0.2%,2.9,62,15%,-1%,10%,8%,.,-0.1%
COc1ccc(S(=O)(=O)NCCc2c[nH]c3ccc(Cl)cc23)cc1,0.2%,-4.3%,-0.2,61,2%,-22%,-7%,4%,9%,0.2%
CN(C)S(=O)(=O)c1cccc(C(=O)NC2CCCc3ccccc32)c1 (stereo not drawn),0.6%,-11%,-1.2,52,-8%,-19%,1%,6%,37%,-0.1%

# Part of the list above in another layout:
SMILES | K1F lysis inhibition | KOR beta-arrestin-1 | NTR1 agonist | NTR1 agonist cell count 20 µM | GPR35 arrestin U2OS | NOD1 inhibition | GPR55 antagonists | Rac1 GTP hydrolysis | KOR beta-arrestin-2 | GPR55 beta-arrestin
O=C(N=c1ccn(-c2nc3ccccc3nc2NS(=O)(=O)c2ccc(Cl)cc2)cc1)c1cccs1 | 0.0% | 42% | 0.6 | 54 | -3% | -9% | -3% | 8% | 12% | -0.1%
CCOC(=O)/C=C/C(=O)OCC(=O)Nc1ccc(Cl)cc1Cl | 0.1% | -3.5% | 2.0 | 68 | -4% | -25% | -8% | 3% | 10% | -0.2%
O=C(NC1CCCc2ccccc21)c1ccc(=O)[nH]c1 (stereo not drawn) | 0.7% | 3.7% | -1.5 | 55 | 1% | 11% | 7% | 4% | -16% | -0.1%
CCCc1nc(SCC(=O)NCC2CCCO2)c2c(=O)n(C)c(=O)n(C)c2n1 (stereo not drawn) | 0.1% | -3.6% | -0.7 | 62 | -22% | -13% | 11% | 10% | 9% | -0.2%
COc1ccccc1N(C(=O)CCl)c1cn(C(C)=O)c2ccccc12 | 0.1% | -0.1% | 6.3 | 51 | 3% | 93%* | 2% | 9% | 16% | 1.6%
O=C(Cn1nc(Cc2cccnc2)c2ccccc2c1=O)Nc1cccnc1Cl | 0.2% | 0.3% | -0.9 | 93 | 2% | -8% | 0% | 12% | -24% | -0.6%
CC1CCN(c2c(NCc3ccc(C(=O)N(C)C4CCCCC4)cc3)c(=O)c2=O)CC1 | 0.1% | 0.2% | 2.9 | 62 | 15% | -1% | 10% | 8% | . | -0.1%
COc1ccc(S(=O)(=O)NCCc2c[nH]c3ccc(Cl)cc23)cc1 | 0.2% | -4.3% | -0.2 | 61 | 2% | -22% | -7% | 4% | 9% | 0.2%
CN(C)S(=O)(=O)c1cccc(C(=O)NC2CCCc3ccccc32)c1 (stereo not drawn) | 0.6% | -11% | -1.2 | 52 | -8% | -19% | 1% | 6% | 37% | -0.1%

# (list continues)
SMILES,K1F lysis inhibition,KOR beta-arrestin-1,NTR1 agonist,NTR1 agonist cell count 20 µM,GPR35 arrestin U2OS,NOD1 inhibition,GPR55 antagonists,Rac1 GTP hydrolysis,KOR beta-arrestin-2,GPR55 beta-arrestin
COc1cccc2c1cc1c(=O)n(CC(=O)NCCCN3CCN(C)CC3)nc(C)n12,0.0%,-2.0%,2.8,56,-8%,-19%,7%,10%,19%,-0.2%
COc1ccccc1NC(=O)c1nn(-c2cccc(C(F)(F)F)c2)ccc1=O,0.4%,1.2%,-0.2,62,0%,13%,15%,7%,-5%,-0.1%
Cc1ccc(NC(=O)CN2CCCCCC2)cc1[N+](=O)[O-],0.3%,-0.5%,2.6,62,4%,-40%,4%,-1%,-1%,-0.2%
COc1ccc(NC(=O)c2cccc(OS(=O)(=O)N(C)C)c2)cc1,2.8%,-1.5%,0.7,79,8%,37%,-9%,5%,-46%[20 µM],-0.1%
CN(c1ccccc1)S(=O)(=O)c1cccc(NC(=O)CN2CCCc3ccccc32)c1,0.3%,0.1%,2.1,56,0%,-3%,0%,12%,12%,-0.1%
Cc1ccc(C)c(NC(=O)CCN2CCN(C)CC2)c1,-0.1%,-6.1%,-0.3,55,-2%,-11%,12%,9%,21%[20 µM],-0.1%
CC(=O)Nc1ccc(C2(c3ccc(NC(C)=O)cc3)C(=O)Nc3ccccc32)cc1,0.2%,21%,0.6,34,8%,-9%,10%,3%,12%,-0.4%
O=C(/C=C/Nc1ccc(Br)cc1F)c1ccco1,0.2%,-2.4%,2.3,22,-10%,54%*,1%,6%,-4%,-0.2%
O=C(COc1ccccc1F)NCC(c1ccco1)N1CCCC1 (stereo not drawn),0.4%,-9.6%,0.6,32,0%,-20%,24%,-1%,8%,-0.4%
Cc1ccc(-c2ccccc2NC(=O)CCl)o1,0.4%,-2.2%,0.5,61,12%,44%,-8%,8%,-17%,-0.1%
O=C(CN1CCCCC1)NNc1nc(-c2ccccc2)c2cc(Br)ccc2n1,-0.3%,1.3%,3.7,62,-7%,-1%,-6%,5%,7%,-0.1%
Cn1cc(Cl)c(C(=O)OCC(=O)Nc2nc(-c3ccc(Br)cc3)cs2)n1,0.1%,-0.6%,2.7,75,18%,-53%,-16%,7%,-51%,0.4%
CC(C)(C)C(=O)/C(=C/c1ccncc1)n1cncn1,-0.1%,2.6%,-1.2,71,-10%,33%,8%,16%,-36%[20 µM],-0.1%
CCn1ncc(C2=NOC(C(=O)Nc3cc(OC)c(Cl)cc3OC)C2)c1C (stereo not drawn),0.2%,2.2%,1.8,65,-10%,-6%,11%,2%,5%,0.2%
Cc1c(N2C(=O)CS/C2=N\N=C\c2ccccc2O)c(=O)n(-c2ccccc2)n1C,6.8%,-2.1%,2.5,63,3%,-3%,14%,0%,-20%,0.2%
CC(=O)OCCNc1cc(Sc2nc3ccccc3[nH]2)c2nonc2c1[N+](=O)[O-],-23%,-11%,.,.,1%,21%,18%,4%,5µM*,4.2%
O=C(NCc1cccnc1)c1cccc2c1C(=O)N(C1CCCCC1)C2,-1.6%,-5.0%,0.3,56,10%,-17%,7%,3%,7%,0.2%
CCOC(=O)c1oc2ccccc2c1NC(=O)COc1cccc(OC)c1,3.7%,1.0%,5.2,77,-11%,-6%,-1%,10%,-62%,-0.1%

# Compound profiles, as listed above.
# O=C(COc1ccccc1F)NCC(c1ccco1)N1CCCC1 (stereo not drawn) is listed with K1F lysis inhibition = 0.4%; KOR beta-arrestin-1 = -9.6%; NTR1 agonist = 0.6; NTR1 agonist cell count 20 µM = 32; GPR35 arrestin U2OS = 0%; NOD1 inhibition = -20%; GPR55 antagonists = 24%; Rac1 GTP hydrolysis = -1%; KOR beta-arrestin-2 = 8%; GPR55 beta-arrestin = -0.4%
# COc1ccccc1NC(=O)c1nn(-c2cccc(C(F)(F)F)c2)ccc1=O is listed with K1F lysis inhibition = 0.4%; KOR beta-arrestin-1 = 1.2%; NTR1 agonist = -0.2; NTR1 agonist cell count 20 µM = 62; GPR35 arrestin U2OS = 0%; NOD1 inhibition = 13%; GPR55 antagonists = 15%; Rac1 GTP hydrolysis = 7%; KOR beta-arrestin-2 = -5%; GPR55 beta-arrestin = -0.1%
